Assay outcomes: PubChem BioAssay, several laboratories
STEP block: inhibitors of human striatal-enriched phosphatase STEP. recombinant STEP, OMFP fluorogenic substrate, fluorescence. inhibition, % at 20 µM. hit rate 0.25% among 360,000;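 active = inhibition at 20 µM, scaled per plate between control wells, above about 37%, limit read from the data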;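 note: 0% = DMSO with enzyme and substrate and 100% = substrate only without enzyme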
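Measure: Control-normalized % inhibition with plate pattern correction | Test system: STEP phosphatase, cell-free reaction | Medium: pH 6.0 Bis-Tris with DTT and Tween 20 | Technique: Fluorescence, 480/540 nm | Times: Reaction 20 min, ambient temperature | Doses: Single compound dose of 20 µM, 1% DMSO final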
SKN-1 block: blocks SKN-1 activity in C. elegans; C. elegans VP596 Pgst-4::GFP/RFP ratio, acrylamide-induced, 24 h; inhibition, % at 21.8 µM; hit rate 0.49% among 360,000; AID 624304;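 active = interference check ratio from 0.5 to 1.5 plus GFP to RFP signal ratio inhibition reaching or exceeding a fixed threshold, cut at about 30% in these data, passing the limit was not always enough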; note: some compounds called inactive have numbers as strong as hits
Neddylation inh: cullin neddylation inhibition; TR-FRET cullin neddylation, biochemical; hit rate 0.58% among 360,000; AID 651699; calls only at 25 µM; in the data active = inhibition above about 36%
DNMT1 inh: DNMT1 (human) enzyme inhibition; DNMT1 molecular beacon, Hinp1I cleavage, fluorescence; inhibition (reported as % activation of signal), % at 10 µM; hit rate 0.83% among 360,000; AID 588458; in the data active = inhibition above about 50%
TbMetRS inhib: blocks T. brucei methionyl-tRNA synthetase activity. hit rate 0.4% among 360,000. purified T. brucei MetRS, ATP depletion, Kinase-Glo luminescence. inhibition, % at 11.9 µM;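 active = inhibition above a per-plate cutoff of the control wells' mean inhibition plus 3 SD, cut at about 5.5% in these data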;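 note: 0% = DMSO wells median and 100% = median of wells with control inhibitor compound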
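Material – parasite MetRS enzyme · Medium – HEPES-MgCl2-KCl buffer plus DTT, spermine, BSA, pyrophosphatase · Reagent – ATP, methionine and E. coli bulk tRNA substrates · Times – 15 min enzyme-compound preincubation, 2 h reaction, 10 min detection, 25 °C · Measured by – luminescence of leftover ATP · Evaluation – percent inhibition relative to median high and low control wells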
Scp-1 inhibitor: blocks human Scp-1 phosphatase activity; Q9GZU7; Recombinant Scp1, phosphopeptide, malachite green phosphate absorbance; inhibition, % at 20 µM; hit rate 0.88% among 340,000;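 active = inhibition above about 50% at 20 µM, limit read from the data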;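 note: plate controls were DMSO wells with enzyme for no effect and wells lacking enzyme for full effect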
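Times: enzyme reaction 45 min at room temperature, colour 5 min, stabilisation 30 min. Material: SCP-1 catalytic fragment, aa 76-261. Medium: Acidic Tris acetate buffer with magnesium and detergent. Signal: colorimetric free-phosphate detection, absorbance 630 nm. Read-out basis: % inhibition of SCP-1 phosphate liberation. Reagent: Phosphorylated 17-residue peptide substrate.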
LMPTP block: LMPTP (human) inhibition | P24666 | recombinant LMPTP-A, OMFP fluorogenic substrate, fluorescence intensity | inhibition, % at 20 µM | hit rate 0.22% among 360,000 | AID 651560;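 active = compounds that cut the enzyme signal by at least half of the control window in the single-dose screen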;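 note: plate controls were DMSO wells with enzyme plus substrate for no effect and substrate without enzyme for full effect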
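Assay system: LMPTP-A phosphatase enzyme | Input: 0.625 nM enzyme | Also added: Fluorogenic phosphatase substrate OMFP at 400 µM final | Compound dosing: One test concentration per compound, 20 µM, with 3% DMSO overall | Schedule: 50 min enzyme reaction at room temperature, protected from light | Signal: Fluorescence intensity | Benchmarks: no-enzyme and uninhibited controls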
CendR NRP1 mod: modulators of CendR peptide binding to human neuropilin-1; O14786; FAM-RPARPAR peptide binding to NRP-1, fluorescence polarization; inhibition, % at 25 µM; hit rate 0.85% among 360,000; AID 602438;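 active = inhibition or corrected inhibition above about 18%, plus a signal ratio from 0.5 to 1.5, limit read from the data, passing the limit was not always enough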; note: strong numbers were not always called active
Target sequence (O14786 whole entry, looked up): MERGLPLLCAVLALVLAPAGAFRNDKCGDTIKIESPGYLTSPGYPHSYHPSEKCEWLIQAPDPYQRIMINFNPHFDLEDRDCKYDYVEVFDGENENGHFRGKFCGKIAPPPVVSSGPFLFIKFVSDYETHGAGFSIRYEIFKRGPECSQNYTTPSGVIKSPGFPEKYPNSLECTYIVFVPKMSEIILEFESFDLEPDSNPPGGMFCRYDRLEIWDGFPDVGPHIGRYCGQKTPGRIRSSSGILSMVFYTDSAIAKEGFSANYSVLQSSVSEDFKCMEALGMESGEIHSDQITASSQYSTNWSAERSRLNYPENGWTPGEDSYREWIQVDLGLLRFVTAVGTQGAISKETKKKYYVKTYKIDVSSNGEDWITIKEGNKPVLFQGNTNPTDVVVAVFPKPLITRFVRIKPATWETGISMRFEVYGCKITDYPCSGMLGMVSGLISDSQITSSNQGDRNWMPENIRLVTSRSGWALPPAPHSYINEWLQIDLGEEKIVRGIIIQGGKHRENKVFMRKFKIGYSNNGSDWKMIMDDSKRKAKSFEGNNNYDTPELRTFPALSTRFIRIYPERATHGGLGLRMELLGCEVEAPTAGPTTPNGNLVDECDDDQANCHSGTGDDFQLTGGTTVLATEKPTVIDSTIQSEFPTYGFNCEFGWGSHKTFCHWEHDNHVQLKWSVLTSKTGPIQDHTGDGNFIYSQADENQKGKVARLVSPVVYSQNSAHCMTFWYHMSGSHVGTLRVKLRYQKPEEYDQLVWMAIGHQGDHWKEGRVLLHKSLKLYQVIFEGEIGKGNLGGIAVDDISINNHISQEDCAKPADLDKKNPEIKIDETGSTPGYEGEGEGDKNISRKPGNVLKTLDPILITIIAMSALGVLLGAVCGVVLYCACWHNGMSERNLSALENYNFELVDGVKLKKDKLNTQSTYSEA
NadD inh: NadD (S. aureus) enzyme inhibition; purified NadD enzyme, colorimetric absorbance read-out; inhibition, % at 20 µM; hit rate 0.78% among 360,000; in the data active = inhibition above about 26%; note: some compounds past the cut are filed as inactive
SUMO1 PPI mod: alters human SUMO1 binding to SIM partners; SUMO1 binding to a labelled peptide, TR-FRET, 1 h; P63165; hit rate 0.33% among 360,000; inhibition, % at 20 µM; in the data active = inhibition above about 37%
Target sequence (P63165 whole entry, looked up): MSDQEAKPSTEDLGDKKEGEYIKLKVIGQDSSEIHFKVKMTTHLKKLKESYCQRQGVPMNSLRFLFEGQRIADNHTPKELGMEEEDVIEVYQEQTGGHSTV
An asterisk follows results filed as active; i = inactive; nt = not tested or not shown; + = active, no number.

SMILES	STEP block	SKN-1 block	Neddylation inh	DNMT1 inh	TbMetRS inhib	Scp-1 inhibitor	LMPTP block	CendR NRP1 mod	NadD inh	SUMO1 PPI mod
O=C(COc1ccccc1)N1CCCCCCC1	-1	35	i	-2	1.5	-5	-0.4	-2	-7	5
COc1cccc(C(C(=O)NCC2CCCO2)N(C(=O)Cn2nnc3ccccc32)c2ccc(NC(C)=O)cc2)c1 (stereo unspecified)	0	7	i	-1	0.2	-1	-1.3	16	3	6
CC(=O)c1c(C)[nH]c(C(=O)OC(C)C(=O)NC2CCCCC2)c1C (stereo unspecified)	-1	-2	i	2	0.2	nt	0.2	0	-5	-2
COc1ccccc1NC(=O)CC1Nc2ccccc2NC1=O (stereo unspecified)	-4	17	i	-11	0.1	-5	0.3	-56	12	-4
CC1Oc2ccccc2N(CC(=O)Nc2ccc3c(c2)OCO3)C1=O (stereo unspecified)	0	8	i	-5	-0.7	-4	0.1	-4	-1	5
COc1ccc(CCNC(=O)COC(=O)Cc2cccc3ccccc23)cc1	1	-4	i	4	0.1	-8	0.2	3	1	-2
O=S1(=O)CCN(OCc2ccc(Cl)cc2)CC1	-5	-2	i	4	-0.3	-7	-0.6	9	-4	1
Cc1cc(-c2ccc(C)c(S(=O)(=O)N3CCN(c4ccc([N+](=O)[O-])cc4)CC3)c2)on1	-1	13	i	-1	0.0	-18	1.6	11	-3	-2
COc1ccc(S(=O)(=O)N2CCCC2CNC(=O)c2cccc(OC)c2)cc1 (stereo unspecified)	2	-2	i	-2	-0.2	-3	-0.5	-10	-4	0
Cc1cccc(N2CN=c3s/c(=C\c4ccncc4)c(=O)n3C2)c1	-8	-11	i	-1	-1.5	9	0.0	-7	0	-3
CC(NC(=O)C(=O)N/N=C\c1cccc([N+](=O)[O-])c1)c1ccccc1 (stereo unspecified)	2	8	i	3	-0.4	-4	0.0	7	1	-9
O=S(=O)(NCc1ccc(F)cc1)c1ccc(-n2cnnn2)cc1	0	-5	i	-1	-1.0	20	-0.5	4	-6	1
CCN(CC)C(=O)n1nc(C)c(CN2C(=O)c3ccccc3C2=O)c1C	-2	3	i	1	-0.9	-6	-0.9	0	-4	-14
O=C(CN1C(=O)CSCC1=O)NCc1ccc(F)cc1	-1	-2	i	2	-0.3	1	-1.2	5	2	0
CN1CCN(C(=O)/C(=C\c2cccs2)NC(=O)c2ccccc2)CC1	-3	13	i	2	0.5	-5	-1.3	-5	-2	0
CCOC(=O)Nc1ccc(=O)n(Cc2c(Cl)cccc2Cl)c1	2	-1	i	-11	-1.0	-2	-0.6	1	4	-1
N/C(Cc1ccc([N+](=O)[O-])cc1)=N\OC(=O)c1ccc2ccccc2c1	4	-3	i	-2	-0.5	0	3.9	-2	-8	-11
COc1ccc(-c2noc(CCC(=O)N3CCN(c4ccccc4OC)CC3)n2)cc1	3	-2	i	-4	0.5	7	-0.8	0	3	5
CCn1ccnc1CN(C)Cc1nc(-c2cccc(Cl)c2)no1	10	-1	i	1	-0.4	-5	-1.1	1	3	-1
N#C/C(=C\c1ccccc1Cl)C(=O)Nc1ccccn1	1	2	i	-2	1.6	-6	-2.1	3	-5	-5
COc1ccc(N2CCN(C(=O)C3CCCN(c4ncnc5c4nc4n5CCCCC4)C3)CC2)cc1 (stereo unspecified)	0	1	i	8	-0.5	1	-1.0	-8	2	-4
O=C1NC[C@@H](CCCCN2C[C@H](Cc3ccccc3)N(CCC3CCCCC3)C(=O)C2=O)N(Cc2ccccc2)C1=O	nt	23	i	nt	-0.2	nt	2.0	-1	23	4
COCCOC(=O)c1c(C)n(C)c2ccc(OC(=O)c3ccccc3OC)cc12	1	8	i	-1	0.0	-17	0.7	18	-4	2
COc1cccc(NC(=O)N(C2CCCCC2)C(C)c2cccs2)c1 (stereo unspecified)	2	4	i	1	0.0	-11	-0.5	-12	1	-1
CCCc1nc(Nc2nc3ccccc3o2)nc(C)c1C(=O)OCC	1	-26	i	-3	-1.2	1	0.1	-3	-2	2
The list continues.
SMILES	STEP block	SKN-1 block	Neddylation inh	DNMT1 inh	TbMetRS inhib	Scp-1 inhibitor	LMPTP block	CendR NRP1 mod	NadD inh	SUMO1 PPI mod
COc1cc(NS(=O)(=O)c2ccc(NC(=S)NC(=O)c3ccco3)cc2)ncn1	0	13	i	0	0.2	-5	0.0	-2	-4	2
O=C(CCCN1C(=O)c2cccc3cccc(c23)C1=O)NC1CCS(=O)(=O)C1 (stereo unspecified)	4	3	i	0	0.0	1	-0.9	0	-5	-23
O=C(CCNC(=O)c1ccccc1)NC1CCCc2ccccc21 (stereo unspecified)	0	-8	i	0	-0.3	-1	0.0	4	-1	5
O=C(NCCCCCCNC(=O)c1ccc(Br)s1)c1ccc(Br)s1	-1	3	i	12	3.4	-7	5.8	-8	-9	-2
OCC[C@H]1C[C@@H](O)[C@H](O)[C@]2(CCc3ccccc3CO2)O1	-1	11	i	2	0.0	-8	1.0	11	2	-2
Cc1cc2nc(C)c(=O)n(C)c2cc1C	-4	-3	+	2	0.0	-8	-1.6	-4	-6	-2
Oc1ccccc1Cn1nnc2ccccc21	2	2	i	0	-0.5	-2	-1.2	2	-8	2
CCOC(=O)c1c(NC(C)=O)sc2c(OC(C)=O)cccc12	-4	10	i	1	0.5	-7	-1.5	-3	1	-3
O=C1OC(c2ccccc2)c2ccccc21 (stereo unspecified)	-1	16	i	7	-0.1	-8	-1.5	4	-2	-3
O=C(OCCCOc1ccc(F)cc1)c1ccc(O)cc1O	-1	20	i	0	-0.3	17	1.8	12	-6	4
Cc1ccc(NC(=O)CSc2nnc(-c3cnccn3)n2Cc2ccco2)cc1	-1	7	i	-3	-0.7	-8	0.0	9	-6	6
O=C(NC1CCCCC1)C(c1ccncc1)N(C(=O)Cn1nnc(-c2cccs2)n1)C1CCCC1 (stereo unspecified)	-2	-6	i	-3	0.3	-1	-3.3	-9	-3	1
COc1ccc(C(=O)N(CN2CCCC2=O)c2cc(C)on2)cc1OC	-2	7	i	5	0.1	-11	-2.0	0	-2	-2
C[C@@H]1CN([C@H](C)CO)C(=O)c2cccc(NS(=O)(=O)c3ccccc3)c2O[C@H]1CN(C)C	-2	25	i	3	-0.6	-5	-1.2	-5	3	4
CS(=O)(=O)c1ccc(NCCc2ccc(S(N)(=O)=O)cc2)c([N+](=O)[O-])c1	1	12	i	1	-0.5	1	0.0	-6	-4	-31
Cc1ccc(C)c(S(=O)(=O)Nc2ccc3oc(C)c(C(=O)O)c3c2)c1	64*	7	i	83*	-0.3	70*	23	2	5	51*
Cc1nc([N+](=O)[O-])c(Br)n1CC(=O)c1ccc(Br)cc1	-1	-23	i	21	-0.5	-4	-2.5	-9	-3	-13
O=C(NCCCNC(=O)c1cnccn1)c1cccc(Cl)c1	-3	-4	i	0	-0.3	-10	-0.1	4	0	-5
O=C(COC(=O)C1CC1)Nc1ncc(C(F)(F)F)cc1Cl	3	4	i	0	2.3	8	-0.6	-8	-5	7
C=C(C)c1cccc(C(C)(C)NC(=O)N(Cc2ccccc2)Cc2ccco2)c1	1	10	i	6	-0.2	-3	0.8	12	4	1
COc1cccc(-n2c(N)cc(=O)nc2SCC(=O)N2CCN(c3ccccc3)CC2)c1	1	-17	i	0	0.5	-5	0.6	3	-2	6
CC(C(=O)OCC(=O)Nc1ccc(S(N)(=O)=O)cc1)N1C(=O)c2ccccc2C1=O (stereo unspecified)	1	-6	i	4	-0.1	4	-1.5	11	0	-6
C=CCc1cccc2cc(C(=O)OCC(=O)c3ccccc3)c(=O)oc12	4	-13	i	11	-0.1	-10	0.1	-8	-3	-3
O=C(CN1CCOCC1)Nc1ccccc1-c1ccccc1	-2	-6	i	-3	-0.6	-10	-0.3	4	-5	-6
CC1CC(C)CN(C(=O)CN2C(=O)NC3(CCCCCCC3)C2=O)C1 (stereo unspecified)	0	4	i	1	0.0	1	-1.1	8	-3	19
CC(C)CNc1nnnc2c1sc1nc(N3CCOCC3)c3c(c12)CC(C)(C)SC3	-1	21	i	-13	0.6	8	4.0	-8	21	1
Cc1cc(C(=O)N2CCCC(N3CCN(c4cccc(C(F)(F)F)c4)CC3)C2)n[nH]1 (stereo unspecified)	0	-4	i	1	-0.3	-9	0.4	10	-3	1
Cc1cnc(C(=O)OCC(=O)Nc2ccc(Cl)cc2Cl)cn1	-6	13	i	-1	-0.2	0	-2.4	9	0	-2

As a short view, some entries already given:
SMILES	STEP block	SKN-1 block	Neddylation inh	DNMT1 inh	TbMetRS inhib	Scp-1 inhibitor	LMPTP block	CendR NRP1 mod	NadD inh	SUMO1 PPI mod
COc1cc(NS(=O)(=O)c2ccc(NC(=S)NC(=O)c3ccco3)cc2)ncn1	0	13	i	0	0.2	-5	0.0	-2	-4	2
O=C(CCCN1C(=O)c2cccc3cccc(c23)C1=O)NC1CCS(=O)(=O)C1 (stereo unspecified)	4	3	i	0	0.0	1	-0.9	0	-5	-23
O=C(CCNC(=O)c1ccccc1)NC1CCCc2ccccc21 (stereo unspecified)	0	-8	i	0	-0.3	-1	0.0	4	-1	5
O=C(NCCCCCCNC(=O)c1ccc(Br)s1)c1ccc(Br)s1	-1	3	i	12	3.4	-7	5.8	-8	-9	-2
OCC[C@H]1C[C@@H](O)[C@H](O)[C@]2(CCc3ccccc3CO2)O1	-1	11	i	2	0.0	-8	1.0	11	2	-2
Cc1cc2nc(C)c(=O)n(C)c2cc1C	-4	-3	+	2	0.0	-8	-1.6	-4	-6	-2
Oc1ccccc1Cn1nnc2ccccc21	2	2	i	0	-0.5	-2	-1.2	2	-8	2
CCOC(=O)c1c(NC(C)=O)sc2c(OC(C)=O)cccc12	-4	10	i	1	0.5	-7	-1.5	-3	1	-3
O=C1OC(c2ccccc2)c2ccccc21 (stereo unspecified)	-1	16	i	7	-0.1	-8	-1.5	4	-2	-3
O=C(OCCCOc1ccc(F)cc1)c1ccc(O)cc1O	-1	20	i	0	-0.3	17	1.8	12	-6	4
